# Screening results: PubChem, National Center for Advancing Translational Sciences (NCATS)
# GALK inhibitor – qHTS Assay for Inhibitors of Human Galactokinase (GALK); Purified GALK, Kinase-Glo residual ATP luminescence; Potency, µM (titrated, usually from 57.5 µM), inactives show top-dose activity change, negative = inhibition, hits mostly inhibitors; AID 1868, 2009; 270,000 compounds, 0.007% hits; note: potency is the fitted concentration of half-maximal effect; % is set by controls: 0 for no effect and ±100 for the full control effect
#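 GALK at 5 nM final was combined with compound, 35 uM ATP and 100 uM galactose in HEPES pH8.0 with MgCl2 and DTT. The reaction ran one hour at room temperature before luminescent ATP detection.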
# Menin-MLL TR inh – qHTS Assay for Inhibitors Targeting the Menin-MLL Interaction in MLL Related Leukemias: Competition With Texas Red Labeled MLL-derived Mutant Peptide | O00255 | Menin + Texas Red MLL mutant peptide, fluorescence polarization | Potency, µM (series often up to 61.6 µM), for inactives: top-dose FP activity change, negative = inhibition, hits mostly inhibitors | 270,000 compounds, 0.23% hits; active = well fitted inhibition curve with a large enough effect in the polarisation, with a control signal flat, not every such curve was filed as active; inconclusive = small, poorly fitted or top-dose-only effect, or effect the other way, or a change in a side signal; inactive = no such curve, though single readings can be large or run the other way; the % refers to the polarisation; note: potency is the fitted concentration of half-maximal effect; % of control where 0% means no effect; many of its hits are not listed in these tables
# TSHR antag – Antagonists of the Thyroid Stimulating Hormone Receptor: HTS campaign | activity change, negative = inhibition, % at 11.5 µM | TSHR-expressing cells, TSH-stimulated cAMP HTRF, 2 h; hits give low values | 330,000 compounds, 0.2% hits;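 active = activity change below a set negative limit, meaning inhibition stronger than a set level, cut at about -70% in these data; inconclusive = activity change between two set negative limits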; note: % is set by controls: 0 for no effect and ±100 for the full control effect
#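 Freshly harvested TSHR cells receive pin-tooled compound, then EC80 TSH at 4nM final. After 2 hours at 37 deg C, antibody in lysis buffer and cAMP-d2 are added; 30 minutes at ambient temperature precede the HTRF read.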
# BCR signal inh – qHTS Assay to Find Inhibitors of Chronic Active B-Cell Receptor Signaling; 340,000 compounds, 0.05% hits; ABC-DLBCL IkBa-CBG/CBR reporter, luminescence ratio, 4 h; Potency, µM (series often up to 46.1 µM), without a hit: at the highest dose ratio change, negative = lower green/red ratio, actives largely listed as inhibitors; AID 493014, 2011; active = well fitted inhibition curve with a large enough effect in the signal ratio, with a control signal flat, not every such curve was filed as active; inconclusive = small, poorly fitted or top-dose-only effect, or effect the other way, or a change in a side signal; the % refers to the signal ratio;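 note: potency is the fitted concentration of half-maximal effect; plate controls were basal doxycycline-induced cells for no effect and cells given 10 µM MG132 for full effect; MG132 reads +100%, hits lower the ratio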
#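 Compounds up to 46 uM were incubated four hours with TMD8 cells whose green CBG68 luciferase is fused to IkappaBalpha; red CBR luminescence normalised the signal, and concentration-effect curves were fitted to fusion, red and ratio data.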
# MBNL1-CUG inh – qHTS Assay for Inhibitors of MBNL1-poly(CUG) RNA binding; TR-FRET MBNL1-His/biotin-(CUG)12 binding, 665/545 ratio; Potency, µM (series often up to 57.5 µM), for inactives: at the highest dose activity change, negative = inhibition, most hits filed as inhibitors; 280,000 compounds, 0.036% hits; active = well fitted inhibition curve with a large enough effect in the signal ratio, with a control signal flat, not every such curve was filed as active; inconclusive = small, poorly fitted or top-dose-only effect, or effect the other way, or a change in a side signal; inactive = no such curve, though single readings can be large or run the other way; the % refers to the signal ratio; note: potency is the fitted concentration of half-maximal effect; % is set by controls: 0 for no effect and ±100 for the full control effect
#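 His-tagged MBNL1 binding to biotinylated (CUG)12 RNA was measured by TR-FRET using terbium anti-His antibody (0.055 ng/ul final) and streptavidin-XL665 (5 nM final). Compounds were titrated 92 nM to 58 uM; 60 min at room temperature.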
# Mito fusion act – qHTS Assay for Small Molecule Inhibitors of Mitochondrial Division or Activators of Mitochondrial Fusion; 320,000 compounds, 0.23% hits; Potency, µM (doses to about 46.1 µM), inactives show top-dose growth rescue (activation), actives largely listed as activators; AID 485298, 2010; S. cerevisiae fusion-defective mutant growth rescue, CellTiterGlo 48 h;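 note: potency is the fitted concentration of half-maximal effect; % of control where 0% means no effect; nearly all actives have a fitted effect of over 45% in size; temperature-sensitive fusion mutants such as fzo1-1 at 37 °C on non-fermentable ethanol glycerol medium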
#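 Temperature-sensitive fusion-defective S. cerevisiae (e.g. fzo1-1, mgm1-5) were grown with compound in YPEG medium (3% ethanol, 3% glycerol) for 48 hours at 37C. Growth rescue was measured as viability by CellTiterGlo luminescence after 10 minutes at ambient.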
# USP2a block – qHTS Assay for Inhibitors of Ubiquitin-specific Protease USP2a Using CHOP2 as the Reporter | Ubiquitin carboxyl-terminal hydrolase 2 (Homo sapiens), O75604 | USP2 core, Ub-CHOP2 coupled fluorogenic reporter, 485/531 | Potency, µM (top dose mostly 38.3 µM), for the others: at the top dose activity change, negative = inhibition, most hits filed as inhibitors | 330,000 compounds, 0.01% hits | AID 463254, 2010;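 note: potency is the fitted concentration of half-maximal effect; plate controls were DMSO wells for no effect and full inhibition by NEM control for full effect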
# Target sequence (O75604 whole entry, looked up): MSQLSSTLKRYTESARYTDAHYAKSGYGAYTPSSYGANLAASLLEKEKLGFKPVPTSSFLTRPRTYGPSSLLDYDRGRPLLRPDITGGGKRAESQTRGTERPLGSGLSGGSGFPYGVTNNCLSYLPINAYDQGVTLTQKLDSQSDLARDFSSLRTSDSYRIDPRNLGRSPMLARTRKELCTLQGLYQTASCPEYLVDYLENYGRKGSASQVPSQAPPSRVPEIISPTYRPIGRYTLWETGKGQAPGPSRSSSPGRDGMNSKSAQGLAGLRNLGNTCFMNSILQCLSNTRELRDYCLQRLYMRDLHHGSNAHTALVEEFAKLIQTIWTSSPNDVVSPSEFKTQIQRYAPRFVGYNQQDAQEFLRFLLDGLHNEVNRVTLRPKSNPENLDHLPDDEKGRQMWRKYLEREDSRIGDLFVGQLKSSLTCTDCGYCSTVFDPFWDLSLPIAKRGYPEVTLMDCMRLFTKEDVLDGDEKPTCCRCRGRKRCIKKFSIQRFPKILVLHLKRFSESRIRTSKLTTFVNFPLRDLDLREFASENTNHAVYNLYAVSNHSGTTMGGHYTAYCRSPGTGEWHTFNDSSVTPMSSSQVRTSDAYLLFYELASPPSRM
#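 USP2 core (10nM final) preincubated 30min RT with compound in 20mM Tris-HCl pH 8.0, 2mM CaCl2, 2mM beta-mercaptoethanol, 0.05% CHAPS; 25nM Ub-CHOP2 plus 25nM reporter substrate added, fluorescence (Ex485/Em531) read after 60min.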
# S-ASM inh – Inhibitors of Secretory Acid Sphingomyelinase (S-ASM): qHTS. placental ASM, HMU-PC fluorogenic substrate, 60 min. Potency, µM (highest dose often 57.5 µM), for the others: at the top dose activity change, negative = inhibition, usual class: inhibitors. 340,000 compounds, 0.006% hits. AID 504937, 2011; note: potency is the fitted concentration of half-maximal effect
#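 Human placenta-derived ASM enzyme was preincubated with compound for 10 minutes at room temperature, then given fluorogenic substrate HMU-PC0 (9 uM final) for 60 minutes at 37 °C; a pH 10 stop preceded fluorescence reading at Ex 386/Em 447 nm.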
# hERG WT inh – qHTS for Inhibitors of KCHN2 3.1: Wildtype qHTS | Voltage-gated inwardly rectifying potassium channel KCNH2 (Homo sapiens), Q12809 | U2OS, BacMam KCNH2, thallium flux FluxOr; hits give low values | activity change, % at 1.84 µM | 340,000 compounds, 0.37% hits | AID 720551, 2013;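 active = maximum activity change below -70%; inconclusive = maximum activity change between -70% and -50%; inactive = maximum activity change above -50%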; note: % is set by controls: 0 for no effect and ±100 for the full control effect
#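 U2OS cells were transduced with wild-type KCNH2 virus (2.03 x 10^8 / mL) for 4 h at room temperature, then cultured overnight at 37 C. Thallium flux was read with FluxOr dye. Rate constants were normalized to DMSO controls.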
# PKM2 activator – qHTS Assay for Activators of Human Muscle isoform 2 Pyruvate Kinase; AID 1631, 2009; 260,000 compounds, 0.34% hits; Pyruvate kinase PKM (Homo sapiens), P14618; Potency, µM (highest dose often 57.5 µM), for the others: top-dose activation, usual class: activators; purified PKM2, Kinase-Glo ATP luminescence, activation; response scale: 0% is enzyme alone, no compound; note: potency is the fitted concentration of half-maximal effect; % is set by controls: 0 for no effect and ±100 for the full control effect; nearly all actives have a fitted effect of over 55% in size
# Target sequence (P14618 whole entry, looked up, canonical isoform): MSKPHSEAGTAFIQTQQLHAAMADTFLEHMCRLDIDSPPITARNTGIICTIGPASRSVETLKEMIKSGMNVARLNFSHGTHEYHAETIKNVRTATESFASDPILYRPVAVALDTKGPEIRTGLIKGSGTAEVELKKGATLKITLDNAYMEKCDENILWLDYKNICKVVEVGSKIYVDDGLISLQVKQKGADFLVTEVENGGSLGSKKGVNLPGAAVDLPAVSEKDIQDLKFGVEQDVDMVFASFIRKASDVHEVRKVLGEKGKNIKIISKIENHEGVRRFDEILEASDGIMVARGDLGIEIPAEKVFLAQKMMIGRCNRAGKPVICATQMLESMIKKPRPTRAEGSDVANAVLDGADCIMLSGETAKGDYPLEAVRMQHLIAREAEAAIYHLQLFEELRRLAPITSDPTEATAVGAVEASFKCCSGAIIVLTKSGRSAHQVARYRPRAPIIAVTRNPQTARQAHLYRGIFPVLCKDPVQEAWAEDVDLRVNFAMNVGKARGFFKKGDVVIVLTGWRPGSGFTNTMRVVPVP
#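 hPK-M2, >95% pure; 0.1 mM ADP / 0.5 mM PEP final; imidazole pH7.2 buffer w/ 7 mM MgCl2, 50 mM KCl; 1 h RT; Kinase-Glo lum. Intermediate enzyme activity for dual inhibitor/activator qHTS.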
# Eya2 inh – qHTS Assay for Inhibitors of the Phosphatase Activity of Eya2; Protein phosphatase EYA2 (Homo sapiens), O00167; recombinant Eya2, OMFP fluorescence dephosphorylation (OMFP is methylfluorescein phosphate); Potency, µM (top dose mostly 76.9 µM), inactives show at the top dose activity, negative = inhibition, hits mostly inhibitors; 330,000 compounds, 0.006% hits; note: potency is the fitted concentration of half-maximal effect; % is set by controls: 0 for no effect and ±100 for the full control effect
#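 Eya2 (0.2 uM) preincubated 10 min at ambient with compound, then OMFP substrate added at 50 uM; 10 min reaction in 50 mM HEPES pH 7.5, 50 mM NaCl, 5 uM MgCl2, 0.05% BSA, 1 mM DTT. Fluorescence read at Ex 485/Em 525 nm.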
# * = called active by the depositor; ? = inconclusive; . = no result given; [ ] = another dose, or the depositor's remark. Unless noted, calls come from the whole dose curve; as a rule, active = well fitted curve in the direction sought with a large enough effect; inconclusive = small, poorly fitted or top-dose-only effect, or another doubt; inactive = no such curve, though single readings can be large; an effect the other way counts as inactive or inconclusive. This is a subset; rates above refer to the full screens.
SMILES,GALK inhibitor,Menin-MLL TR inh,TSHR antag,BCR signal inh,MBNL1-CUG inh,Mito fusion act,USP2a block,S-ASM inh,hERG WT inh,PKM2 activator,Eya2 inh
O=C(/C=C/c1cccc([N+](=O)[O-])c1)NCCN1C(=O)S/C(=C\c2cccnc2)C1=O,4.5%,12.4%,4.6,?,?,-3.4%,-0.2%,-3.9%,3.6,13.0%,-0.9%
O=C(CCN1CCc2ccccc2C(c2ccccc2)C1)c1ccc2c(c1)OCCO2 (configuration not stated),-1.5%,-5.2%,-12.6,?,-2.7%,-0.8%,-6.6%,-4.0%,-3.2,-0.3%,-1.0%
CC(C)CCN1C(=O)CC(NNC(=O)c2ccc(S(=O)(=O)N3CCCC3)cc2)C1=O (configuration not stated),-1.4%,.,-4.6,9.7%,.,4.2%,2.5%,5.7%,-10.1,-0.1%,-11.3%
Cc1ccc(C(=O)C(OC(=O)c2c(C)cc(=O)oc2C)c2ccccc2)cc1 (configuration not stated),-1.4%,-8.0%,-7.8,0.3%,4.1%,0.9%,3.6%,-8.3%,4.5,2.9%,?
C/C(=C\c1ccccc1)C(=O)Nc1ccc(S(=O)(=O)Nc2ncccn2)cc1,0.3%,0.2%,3.2,-21.3%,-6.8%,-0.5%,3.3%,7.7%,1.4,0.6%,-1.6%
CC(C)OC(=O)c1cc(-c2ccc(C=O)o2)ccc1Cl,2.0%,21.5%,9.5,-1.8%,?,3.6%,-0.1%,-2.9%,35.6,-0.4%,-3.8%
O=C(CN1C(=O)NC2(CCc3ccccc32)C1=O)NCc1ccc(Cl)cc1 (configuration not stated),.,.,.,-1.1%,.,.,8.4%,-1.2%,5.6,.,-3.3%
COc1ccccc1CNC(=O)COC(=O)Cc1ccc(Br)cc1,.,.,-8.1,-0.7%,.,.,4.3%,4.4%,1.8,.,4.3%
C/C(=C1\SC(N2CCOCC2)=NC1=O)c1ccc(C)cc1,-2.1%,-2.4%,13.8,-15.0%,?,4.7%,2.2%,-6.3%,3.4,1.1%,3.5%
O=c1oc(Nc2ccccc2F)nc2ccccc12,2.9%,-13.2%,-0.8,?,-7.8%,1.7%,5.2%,1.3%,6.7,-12.3%,20.8%
O=C(Nc1ccc(F)cc1)c1nc[nH]c1C(=O)Nc1ccccc1[N+](=O)[O-],-0.1%,-6.3%,-6.4,9.3%,-20.4%,4.0%,4.6%,2.2%,3.9,-0.1%,1.1%
CCOC(=O)c1c(NC(=O)Cc2cccs2)sc(C(=O)N2CCCCC2)c1C,1.6%,-23.8%,-8.2,4.2%,-9.0%,-9.3%,1.4%,-4.3%,-1.4,-0.9%,-2.0%
COc1ccc([N+](=O)[O-])cc1NC(=O)COC(=O)c1ccccc1O,3.0%,.,-3.3,1.5%,.,2.7%,0.3%,4.1%,-9.7,-0.1%,16.4%
CCC(Sc1nc2sc(C(=O)OC)c(C)c2c(=O)n1N)C(=O)N(CC)CC (configuration not stated),0.6%,-6.6%,.,16.7%,-14.3%,-3.2%,-0.1%,-1.9%,14.5,-2.8%,24.4%
COc1ccc(CCNc2nc(=O)[nH]nc2C)cc1OC,8.9%,8.4%,4.2,1.1%,7.2%,-3.0%,1.7%,2.5%,-12.0,-3.4%,-6.4%
CCCc1nc(SCc2ccc(Cl)cc2Cl)n[nH]1,0.7%,15.8%,-6.3,-9.6%,-3.8%,7.3%,2.6%,2.7%,-1.4,5.2%,3.5%
COc1ccc(C)cc1NC(=O)CC(O)(C(F)(F)F)C(F)(F)F,-0.4%,3.3%,3.3,11.3%,1.1%,0.3%,0.5%,5.2%,3.7,-3.4%,-5.3%
CC1CCN(CC(=O)N2CC(=O)Nc3ccccc32)CC1,-0.7%,-21.0%,35.5,-0.9%,4.0%,-6.0%,0.9%,3.2%,17.3,1.9%,0.6%
CC(C(N)=O)N1C(=O)NC2(CCCc3ccccc32)C1=O (configuration not stated),0.2%,9.6%,-1.8,0.2%,-3.0%,-4.7%,1.6%,5.4%,1.5,1.9%,-3.2%
Cc1cc(N2CCCC2)ccc1/C=N/n1cnnc1,-0.1%,0.3%,-10.9,?,?,0.0%,0.0%,.,0.2,3.0%,9.2%
CC(C)n1c(Sc2nccn2C)nc2c1c(=O)n(C)c(=O)n2C,-6.1%,10.4%,2.1,0.0%,-12.1%,-0.9%,4.5%,1.3%,-3.1,-3.7%,-17.3%
Cc1cccc(N(C)c2ncnc3onc(-c4ccc(F)cc4)c23)c1C,.,-7.9%,7.5,11.3%,13.1%,2.1%,0.4%,-2.6%,4.7,0.0%,-7.7%
CCN(C(=O)CCS(=O)(=O)c1cccc2nonc12)c1ccc(F)cc1,-7.1%,9.0%,-7.5,9.0%,?,-0.1%,-0.5%,-14.0%,3.1,-2.8%,4.9%
CCOC(=O)C1(CCOc2ccccc2)CCN(Cc2ccc(OCCO)cc2)CC1,-2.4%,-22.5%,10.0,-0.5%,-8.4%,0.4%,-0.9%,-1.3%,-77.0*,-1.0%[11.5 µM],7.7%
CCC(CC)NC(=O)Cn1c(C(C)NC(C)=O)nc2ccccc21 (configuration not stated),4.5%,.,7.3,-0.2%,8.2%,-0.7%,-1.2%,3.0%,-11.2,-4.4%,-11.6%
O=S(=O)(c1ccc(Br)cc1Cl)N1CCN(CCO)CC1,0.1%,8.2%,-3.4,3.4%,-0.1%,-3.8%,-0.7%,-2.6%,-12.1,-1.2%,9.7%
O=C(NC1CCCC1)c1ccc(CNc2c(N3CCOCC3)c(=O)c2=O)cc1,3.0%,17.6%,8.4,-11.8%,4.3%,-0.8%,-1.5%,2.1%,-3.0,3.2%,17.0%
Cc1cc(C)n(CC(=O)N/N=C/c2cccs2)n1,1.5%,-12.6%,5.0,-0.2%,13.5%,-8.7%,2.5%,0.1%,5.3,-0.2%,8.2%
COc1cccc(CNC(=O)CCC2CCCN(C(=O)c3ccoc3)C2)c1 (configuration not stated),-3.6%,-0.9%,-1.6,0.2%,18.2%,-2.1%,0.3%,2.5%,-7.5,6.5%,2.8%
O=C(NC1CCCC1)c1cc(-c2ccccc2Cl)on1,0.9%,?,-10.4,?,-5.5%,13.3%,1.2%,-3.6%,5.4,-1.8%,-2.5%
Cc1ccn(CCC(=O)N2CCc3ccccc32)n1,-2.9%,.,1.2,0.9%,-2.8%,-2.5%,3.4%,4.3%,-8.3,.,1.6%
Cc1ccc(C(=O)NNC(=O)c2ccccc2O)cc1S(=O)(=O)N1CCCCC1,.,.,-15.1,?,.,0.4%,-1.3%,-1.5%,1.8,.,4.7%
Cc1cc(-c2ccco2)c(C#N)c2nc3ccccc3n12,5.9%,?,-12.2,7.0%,?,15.8%,-1.4%,115.2%[activator],-4.1,?,-5.3%
O=C(CSc1nc2[nH]ncc2c(=O)n1-c1ccccc1)NCCc1ccccc1,-3.1%,-26.2%,-0.7,6.0%,-11.7%,1.3%,2.2%,-2.0%,-7.8,0.4%,6.1%
O=C(O)c1cc(CN2CCOCC2)oc1-c1ccccc1,-1.4%,1.9%,8.4,4.1%,-6.1%,-3.3%,0.2%,1.5%,0.3,0.9%,13.0%
Cc1ccc(C)c(NC(=O)C(CC(=O)O)Cc2ccccc2)c1 (configuration not stated),7.4%,2.8%,10.5,3.5%,-3.3%,2.2%,1.3%,4.5%,9.8,-3.2%[11.5 µM],-3.7%
